# MRP resist rev – compounds reversing MRP-mediated drug resistance; hit rate 0.04% among 85,000; H69AR cells + 2 uM doxorubicin, CellTiter-Glo, 72 h; differential viability (reversal), % at 10 µM; AID 602;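 active = viability drop by adding the cancer drug above about 55%, with treated viability meeting a 40% cutoff, limit read from the data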;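 also: viability without doxorubicin minus viability with 2 µM doxorubicin for each compound; larger differential means the compound sensitizes cells more to doxorubicin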
# Bcl-B TR3 displacers – displacers of TR3 peptide from Bcl-B, primary screen, selectivity assay for Bfl-1 inhibitor project, biochemical, fluorescence polarization; FP displacement of FITC-TR3 peptide from Bcl-B; higher % means a stronger effect; displacement, % at 20 µM, or IC50 in µM where a hit was titrated; hit rate 0.11% among 96,000; AID 748;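 active = displacement above 50% at 20 µM plus a fluorescence interference ratio under 1.5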;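 also: plate controls were wells without compound for no effect and wells lacking Bcl-B protein for full effect; a part of the inactive calls stands beside numbers as strong as those of hits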
# IL1B NFkB pot – enhances IL-1B driven NFkB nuclear translocation. HUVEC IL-1B NFkB p65 nuclear translocation imaging. activation, % at 2 µM. hit rate 0.3% among 94,000. AID 819;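 active = activation above 40%, about the mean plus 3 SD, also judged a hit on visual image review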;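 also: percent activation is computed from the nuclear over cytoplasmic p65 intensity ratio; values of inactives mirror those of a sister screen read the other way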
# PLAP inhibitors HTS – inhibition of human placental alkaline phosphatase – biochemical, luminescence, HTS (AID 690) | purified PLAP, luminescent substrate; higher % means a stronger effect | inhibition, % at 20 µM; hits with a dose series show IC50 in µM | hit rate 0.08% among 96,000; in the data active = a potency from the dose series; inactive = the rest, 99 in 100 with inhibition below about 30%; also: strong numbers were not always called active
# IL1B NFkB inh – blocks IL-1B driven NFkB nuclear translocation in HUVEC cells; HUVEC IL-1B NFkB p65 nuclear translocation imaging; inhibition, % at 2 µM; hit rate 0.43% among 94,000; AID 796;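 active = inhibition above about 30% together with a positive call from visual inspection of the well image, limit read from the data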;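 also: nuclear over cytoplasmic p65 intensity ratio measured by imaging; 0% = IL-1B stimulated DMSO wells and 100% = unstimulated DMSO wells; values of inactives mirror those of a sister screen read the other way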
# MRP resist rev cytotoxicity – also measured in MRP resist rev; calls as there; viability, %; H69AR cells, CellTiter-Glo, 72 h; measured here: cytotoxicity without doxorubicin
# MRP resist rev with doxorubicin – second read-out of MRP resist rev, no call of its own (marks repeat the call); viability, %; measured here: viability with 2 uM doxorubicin; active compounds read low
# IL1B NFkB inh cell count 2 µM – further read-out of IL1B NFkB inh, marked with its call; cell count; measured here: cells passing quality filter;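 raw number of nuclei counted in each imaged well without normalization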
# IL1B NFkB pot cell count 2 µM – recorded beside IL1B NFkB pot, whose call it bears; cell count; measured here: cells passing quality filter
# An asterisk follows results filed as active; . = no result given. A portion of the library; count on the stated rates, not on these rows.
SMILES,MRP resist rev,MRP resist rev cytotoxicity,MRP resist rev with doxorubicin,Bcl-B TR3 displacers,IL1B NFkB pot,IL1B NFkB pot cell count 2 µM,PLAP inhibitors HTS,IL1B NFkB inh,IL1B NFkB inh cell count 2 µM
O=c1[nH]c(=O)n(Cc2ccco2)c(O)c1C=NCc1cccs1,9,96,87,-6%,-20,48,0%,20,48
CN(C)C(=O)Oc1ccc(C(=O)c2ccccc2)cc1,15,90,75,.,-2,137,.,2,137
N=Cc1c(O)n(-c2cccc(Cl)c2)c(=O)[nH]c1=O,-9,89,98,-1%,10,96,-2%,-10,96
CCCCn1c(O)c(C=NCCCN(CC)CC)c(=O)[nH]c1=O,2,101,99,-1%,5,112,8%,-5,112
COc1ccc(NC(=O)CN2C3CCC2CC(O)(c2cccnc2)C3)cc1OC (centres undefined),-4,94,98,0%,4,112,-23%,-4,112
Oc1cc2c(cc1CN1CCN(c3ccccc3)CC1)CCC2,-7,86,93,3%,-3,118,.,3,118
O=C(COc1ccccc1)N1CCN(CC2CC3C=CC2C3)CC1 (centres undefined),7,91,85,.,2,126,.,-2,126
Cc1ccc(CC2C(=O)N(C)C(=O)N(C)C2=O)s1,9,95,86,7%,0,113,2%,0,113
C=CCn1c(O)c(C(=O)CCCCCC)c(=O)[nH]c1=O,-4,101,106,-16%,.,.,-2%,.,.
CC(=O)N1N=C2C3CCN(CC3)C2C1c1ccccc1 (centres undefined),.,.,.,-7%,-5,169,-4%,6,169
CCn1nc(-c2cccs2)nc2c(=O)n(C)c(=O)nc1-2,.,.,.,24%,.,.,11%,.,.
CCc1cc2c(N3CCN(C)CC3)ncnc2s1,-2,84,86,.,14,167,.,-14,167
OC(c1ccc(F)cc1)(c1ccc(F)cc1)[C@@H]1CCCN1,.,.,.,-10%,2,193,-3%,-2,193
CN(C)P(=NC(=S)c1cccn1C)(N(C)C)N(C)C,0,90,90,-3%,.,.,-4%,.,.
O=C1NC(=S)NC(=O)C1C/C=C/c1ccccc1,6,95,90,-3%,10,167,-48%,-10,167
NC1=Nc2ccccc2Oc2ccccc21,.,.,.,-7%,15,135,12%,-15,135
O=C(Cn1cnc2sc3c(c2c1=O)CCCC3)NCCC(=O)N1CCC2(CC1)OCCO2,9,93,85,-3%,23,131,-20%,-23,131
CN(CC1COc2ccccc2O1)c1nc(-c2cccnc2)nc2ccccc12 (centres undefined),-11,45,56,2%,7,73,.,-7,73
O=C1OCCC1NC1=NCCC1 (centres undefined),4,106,102,-6%,6,91,13%,-6,91
CCOP(=O)(C#CC(C)(C)C)C1(O)CCCCC1 (centres undefined),-18,90,108,-9%,.,.,-33%,.,.
C=COCCn1c(C)c(C(=O)OCC)c2cc(O)ccc21,12,84,72,4%,3,64,14%,-3,64
CCOC(=O)c1c(-n2c(C)cc(/C=C3/C(=O)NC(=O)N(CC)C3=O)c2C)sc2c1CCCC2,.,.,.,.,10,125,.,-10,125
Cc1nc2cc(C(=O)N3CCC4(CC3)OCCO4)ccc2n1-c1ccc(Br)cc1,-24,56,80,12%,0,142,-40%,0,142
CC12CN3C(O)C(C)(C1)CC(C)(C2)C3O (centres undefined),6,108,102,2%,-2,128,4%,2,128
CN(C)C1(CNC(=O)c2ccc(Cl)c(S(=O)(=O)NCc3ccco3)c2)CCCCC1,.,.,.,3%,-2,131,-18%,2,131
CCC(=O)N1N=C2C3CCN(CC3)C2C1c1ccccc1 (centres undefined),.,.,.,-8%,-5,122,9%,5,122
O=C(CN1C(=O)CCSc2ccccc21)N1CCC2(CC1)OCCO2,13,94,81,-2%,4,149,0%,-4,149
CCOC(=O)C1=C(N)OC2=C(C(=O)CCC2)C12C(=O)Nc1ccccc12 (centres undefined),7,88,81,6%,-3,133,-3%,3,133
CCn1c(O)c(C(c2ccccn2)c2c(O)n(CC)c(=S)[nH]c2=O)c(=O)[nH]c1=S,.,.,.,3%,8,175,-15%,-8,175
CC(c1ccccc1)n1cncc1C(=O)O (centres undefined),-7,103,110,.,7,113,.,-7,113
OCC12COC3c4ccccc4C(OC1)N32 (centres undefined),26,95,69,-6%,.,.,-3%,.,.
CCN(CC)C1=NC(=[N+](CC)CC)c2ccccc21,4,90,86,-2%,-17,180,15%,17,180
C=Cn1ccnc1P(=S)(c1c(C)nn(-c2ccccc2)c1C)c1nccn1C=C,1,82,80,9%,13,160,-67%,-13,160
CCN(CC)CCCN=Cc1c(O)n(CCc2ccc(OC)c(OC)c2)c(=O)[nH]c1=O,8,96,88,9%,3,135,-14%,-3,135
COc1ccc(C(=O)CN2CCOCC2)cc1F,.,.,.,-8%,-8,86,4%,8,86
Nc1c(C(=O)NCc2ccco2)c2nc3ccccc3nc2n1Cc1ccc(F)cc1,-8,22,30,-4%,15,98,-60%,-15,98
Cc1cccnc1-n1c(-c2ccco2)nc2ccccc2c1=O,13,118,105,2%,-6,174,-9%,6,174
CC1CCN2c3nc4ccccn4c(=O)c3CC3(C(=O)N(C)C(=O)N(C)C3=O)C2C1 (centres undefined),7,75,68,3%,7,110,-46%,-7,110
Cc1ccc2c(c1)CC1(CN2C)C(=O)NC(=O)N(c2cccc(C)c2C)C1=O (centres undefined),-8,94,102,-10%,21,118,-31%,-21,118
CCN(CC)CCN=C(C)c1c(O)n(-c2ccccc2OC)c(=O)[nH]c1=O,-15,97,111,2%,9,187,5%,-10,187
CC(=NCCN1CCCCC1)c1c(O)n(-c2ccc(Cl)cc2)c(=O)[nH]c1=O,-15,89,104,-10%,2,149,1%,-2,149
Cc1cccn2c(=O)c3c(nc12)N1CCC(Cc2ccccc2)CC1C1(C3)C(=O)N(C)C(=O)N(C)C1=O (centres undefined),-33,29,61,-31%,21,119,-42%,-22,119
COc1ccc(N=C(C)c2c(O)n(C)c(=O)n(C)c2=O)c(OC)c1,19,92,73,27%,5,145,-29%,-5,145
Cc1ccccc1-c1nc(CS(=O)CC(=O)N2CCC3(CC2)OCCO3)c(C)o1 (centres undefined),-1,86,87,5%,-7,113,-45%,7,113
CN1CCN(c2nc(N(C)C)oc(=O)c2C#N)CC1,.,.,.,4%,11,106,17%,-11,106
Cc1cc(C(=O)N2CCC3(CC2)OCCO3)cs1,.,.,.,-2%,16,137,2%,-16,137
CC(=O)C1C2c3ccccc3OC1(C)N=c1s/c(=C/c3cnn(C)c3)c(=O)n12 (centres undefined),-19,85,104,-9%,9,154,-35%,-9,154
NC(=O)CN1CC(c2ccccc2)CC1=O (centres undefined),0,93,93,4%,4,168,18%,-4,168

# Molecules listed so far that contain fluorine:
SMILES,MRP resist rev,MRP resist rev cytotoxicity,MRP resist rev with doxorubicin,Bcl-B TR3 displacers,IL1B NFkB pot,IL1B NFkB pot cell count 2 µM,PLAP inhibitors HTS,IL1B NFkB inh,IL1B NFkB inh cell count 2 µM
OC(c1ccc(F)cc1)(c1ccc(F)cc1)[C@@H]1CCCN1,.,.,.,-10%,2,193,-3%,-2,193
COc1ccc(C(=O)CN2CCOCC2)cc1F,.,.,.,-8%,-8,86,4%,8,86
Nc1c(C(=O)NCc2ccco2)c2nc3ccccc3nc2n1Cc1ccc(F)cc1,-8,22,30,-4%,15,98,-60%,-15,98

# Fetched one by one from the entries so far (five):
SMILES,MRP resist rev,MRP resist rev cytotoxicity,MRP resist rev with doxorubicin,Bcl-B TR3 displacers,IL1B NFkB pot,IL1B NFkB pot cell count 2 µM,PLAP inhibitors HTS,IL1B NFkB inh,IL1B NFkB inh cell count 2 µM
O=C(Cn1cnc2sc3c(c2c1=O)CCCC3)NCCC(=O)N1CCC2(CC1)OCCO2,9,93,85,-3%,23,131,-20%,-23,131
CN(C)C1(CNC(=O)c2ccc(Cl)c(S(=O)(=O)NCc3ccco3)c2)CCCCC1,.,.,.,3%,-2,131,-18%,2,131
CN(C)C(=O)Oc1ccc(C(=O)c2ccccc2)cc1,15,90,75,.,-2,137,.,2,137
Cc1cccnc1-n1c(-c2ccco2)nc2ccccc2c1=O,13,118,105,2%,-6,174,-9%,6,174
CC(=O)C1C2c3ccccc3OC1(C)N=c1s/c(=C/c3cnn(C)c3)c(=O)n12 (centres undefined),-19,85,104,-9%,9,154,-35%,-9,154

# Back to the main list with the three entries that preceded the break.
SMILES,MRP resist rev,MRP resist rev cytotoxicity,MRP resist rev with doxorubicin,Bcl-B TR3 displacers,IL1B NFkB pot,IL1B NFkB pot cell count 2 µM,PLAP inhibitors HTS,IL1B NFkB inh,IL1B NFkB inh cell count 2 µM
Cc1cc(C(=O)N2CCC3(CC2)OCCO3)cs1,.,.,.,-2%,16,137,2%,-16,137
CC(=O)C1C2c3ccccc3OC1(C)N=c1s/c(=C/c3cnn(C)c3)c(=O)n12 (centres undefined),-19,85,104,-9%,9,154,-35%,-9,154
NC(=O)CN1CC(c2ccccc2)CC1=O (centres undefined),0,93,93,4%,4,168,18%,-4,168
Cc1nn(C2CCOC(C)(C)C2)c2c1C(c1ccc(OC(C)C)cc1)SCC(=O)N2 (centres undefined),-5,87,93,-4%,-6,140,-48%,6,140
Cc1ccc(S(=O)(=O)Nc2cc(C(=O)N3CCC4(CC3)OCCO4)ccc2N2CCCCC2)cc1,0,81,81,0%,-13,98,-42%,13,98
CCc1nc(N2CCNCC2)c(C#N)c2c1CSC(C)(C)C2,18,91,72,-4%,.,.,-74%,.,.
Cc1[nH]c2c(Cl)cccc2c1CCN,-68,22,89,0%,17,152,27%,-17,152
O=C(c1ccc(CNS(=O)(=O)c2ccccc2)cc1)N1CCC2(CC1)OCCO2,14,107,93,3%,-11,149,.,11,149
C=CCOC(=O)COc1cc(C)cc2oc(=O)c3c(c12)CCC3,13,86,73,-8%,-2,124,11%,2,124
CCOC(=O)C(O)(c1ccc(N(CC)C(=O)OC)cc1)C(F)(F)F (centres undefined),6,101,95,-7%,2,127,-16%,-2,127
O=S1(=O)CC2(N3CCOCC3)CCCCCCC21 (centres undefined),.,.,.,-4%,-5,81,-5%,5,81
CN(C)CCN=Cc1c(O)n(Cc2ccco2)c(=O)[nH]c1=O,24,117,93,-3%,-1,149,-8%,1,149
CCOC(=O)c1cc(C)n(CCc2cnc[nH]2)c1C,3,95,92,6%,.,.,-142%,.,.
CC1(C)CN=C(Nc2ccccc2C(F)(F)F)S1,-5,94,99,-12%,-12,122,2%,12,122
CN1C(=O)N(C)C(=O)C(CCc2ccccn2)(CCc2ccccn2)C1=O,8,91,84,6%,4,112,-2%,-4,112
Cc1ccc(S(=O)(=O)N2CCC(C(=O)N3CCC4(CC3)OCCO4)CC2)cc1,12,97,85,-6%,3,139,-32%,-3,139
CC(=NCCC1=CCCCC1)c1c(O)n(C)c(=O)n(C)c1=O,.,.,.,4%,-4,92,0%,4,92
O=C1C2CCCN2C(c2cccnc2)N1c1nccs1 (centres undefined),12,92,80,16%,-7,162,-39%,7,162

# A second format for some results above.
# Values run as follows: MRP resist rev, MRP resist rev cytotoxicity, MRP resist rev with doxorubicin, Bcl-B TR3 displacers, IL1B NFkB pot, IL1B NFkB pot cell count 2 µM, PLAP inhibitors HTS, IL1B NFkB inh, IL1B NFkB inh cell count 2 µM
> O=c1[nH]c(=O)n(Cc2ccco2)c(O)c1C=NCc1cccs1
 : 9, 96, 87, -6%, -20, 48, 0%, 20, 48
> CN(C)C(=O)Oc1ccc(C(=O)c2ccccc2)cc1
 : 15, 90, 75, ., -2, 137, ., 2, 137

# Screening results: PubChem, several laboratories
